Hsp70 inhibitors: Hsp70 inhibitors, probe displacement, primary screen, biochemical, fluorescence polarization (AID 583). Heat shock 70 kDa protein 1A (Homo sapiens). Hsp70 fluorescence polarization probe displacement, mP; higher % means a stronger effect. displacement, % at 20 µM; hits with a dose series show IC50 in µM. actives 0.06% (n = 140,000); in the data active means displacement above about 50%;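 further: plate controls were vehicle for no effect and reference ligand for full effect; a part of the inactive calls stands beside numbers as strong as those of hits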
Rat MKP-3 inhibitors: MKP-3 phosphatase inhibitors, primary screen, biochemical, rat enzyme, in vitro (AID 425); inhibition, % at 20 µM, or IC50 in µM where a hit was titrated; Dual specificity protein phosphatase 6 (Rattus norvegicus); actives 0.17% (n = 110,000); recombinant MKP-3 phosphatase activity, fluorescence; higher % means a stronger effect; in the data active means inhibition above about 50%;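 further: plate controls were vehicle for no effect and reference inhibitor for full effect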
* marks the source's active call; other numbers are inactive results; · = not tested or not shown.

nr	mol	Hsp70 inhibitors	Rat MKP-3 inhibitors
1	CCCN(CCC)CCNc1c(N2CCN(C(=O)OCC)CC2)c(=O)c1=O	1.2%	5.0%
2	COc1ccc(NC(=O)CC(C(=O)O)N2CCCCC2)cc1 (configuration not stated)	7.0%	·
3	O=C(NOC(=O)c1ccccc1Cl)c1cccs1	0.6%	·
4	Cc1ccc(NS(=O)(=O)c2ccc(N3C(=O)CCC3=O)cc2)cc1	6.4%	1.1%
5	CCOC(=O)c1ccc(NC(=O)c2cc(-c3cccs3)nc3ccccc23)cc1	2.0%	1.7%
6	O=C1OC(OCc2ccccc2)(c2ccccc2)c2ccccc21 (configuration not stated)	0.2%	-2.1%
7	O=C(Nc1ccc2oc(-c3cccnc3)nc2c1)c1cccnc1	2.0%	-12.2%
8	Fc1ccc(OCc2nn3cnnc3s2)cc1	6.0%	-3.0%
9	O=C(CC12CC3CC(CC(C3)C1)C2)N1CCOCC1	-4.6%	-0.9%
10	Cc1ccc2c(c1)cc(CN(CCc1ccccc1)C(=O)N1CCOCC1)c1nnnn12	6.6%	2.0%
11	Cc1ccc(C)c(N2CCN(C(=O)c3ccc(CS(=O)(=O)c4ccccc4C)o3)CC2)c1	-5.2%	-3.3%
12	Cc1nn(-c2ccccc2)c2c1C(c1cccc(O)c1)C(C#N)=C(N)O2 (configuration not stated)	-1.2%	-0.5%
13	Cc1ccccc1C(=O)Nc1ccc(Br)cn1	2.5%	0.6%
14	CCC(CO)Nc1cc(Cl)ccc1[N+](=O)[O-] (configuration not stated)	1.2%	-5.6%
15	O=C(N/N=C/c1ccc(Br)s1)Nc1ccccc1	6.7%	1.5%
16	O=C(CN(C(=O)Cn1nnc(-c2cccs2)n1)c1ccc2c(c1)OCCO2)NC1CCCCC1	-2.2%	0.7%
17	Cc1csc(SCC(=O)c2cc(C)n(Cc3cccs3)c2C)n1	·	1.0%
18	Nc1cc(N)nc(SCC(=O)c2ccccc2)n1	-1.6%	·
19	COC(=O)c1c(NC(=O)c2cc3ccccc3oc2=O)sc(C)c1C	5.2%	-3.1%
20	C=CCN=C1SC(CC)C(=O)N1S(=O)(=O)c1ccc(C)cc1 (configuration not stated)	-1.6%	·
21	CCOc1ccc(-c2nc(-c3ccc(OC)c(OC)c3)no2)cc1OCC	-2.7%	-5.8%
22	CCOC(=O)c1ccc(NC(=O)CN(c2ccc(OC)cc2)S(=O)(=O)c2ccc(C)cc2)cc1	14.7%	-5.1%
23	Cn1c(=O)c2c(nc(CN3CCN(CCO)CC3)n2Cc2cccc3ccccc23)n(C)c1=O	9.6%	-21.7%
24	CCN(CC)CCN1C(=O)C(O)=C(C(=O)c2ccc(C)o2)C1c1ccccn1 (configuration not stated)	-0.3%	-13.0%
25	Cc1cccc(NC(=O)c2cc(-c3cccs3)nc3ccccc23)c1	3.0%	0.1%
26	O=C1C=C(c2c(O)ccc3ccccc23)c2ccccc2C1=O	-6.4%	-1.5%
27	CCOC(=O)N1CCN(S(=O)(=O)c2cc(OCC)ccc2OCC)CC1	4.6%	4.1%
28	Fc1ccccc1C(c1nnnn1Cc1ccc2c(c1)OCO2)N1CCN(Cc2ccccc2)CC1 (configuration not stated)	2.0%	-5.4%
29	CCC(C)NC(=O)CN(c1ccccc1)S(=O)(=O)c1ccccc1[N+](=O)[O-] (configuration not stated)	1.8%	-1.5%
30	CCN1CCN(Cc2ccc(NC(=O)Nc3cccs3)cc2)CC1	-1.2%	-6.7%
31	S=c1nc(-c2ccc(Br)cc2)oc2c1CCCC2	8.9%	·
32	O=C(c1ccc(F)cc1)C1CCN(C(=O)Nc2ccc(F)cc2)CC1	0.4%	·
33	Cc1nc(N2CCN(C)CC2)c2sc(=S)n(-c3ccccc3)c2n1	·	-11.3%
34	C=CCC(C#Cc1ccccc1)[N+](C)(C)CC=C (configuration not stated)	5.7%	·
35	CCOC(=O)C1(C)C=C(Nc2ccc(OC)cc2)C(=O)N1c1ccc(OC)cc1 (configuration not stated)	-6.0%	-3.8%
36	CCCCNC(=O)CC1N=C2c3ccccc3N=C(SCC(=O)Nc3cccc(C)c3)N2C1=O (configuration not stated)	·	-5.2%

Sorted by molar mass (high to low): some entries from above
nr	mol	Hsp70 inhibitors	Rat MKP-3 inhibitors
36	CCCCNC(=O)CC1N=C2c3ccccc3N=C(SCC(=O)Nc3cccc(C)c3)N2C1=O (configuration not stated)	·	-5.2%
11	Cc1ccc(C)c(N2CCN(C(=O)c3ccc(CS(=O)(=O)c4ccccc4C)o3)CC2)c1	-5.2%	-3.3%
33	Cc1nc(N2CCN(C)CC2)c2sc(=S)n(-c3ccccc3)c2n1	·	-11.3%
25	Cc1cccc(NC(=O)c2cc(-c3cccs3)nc3ccccc23)c1	3.0%	0.1%

Next compounds
nr	mol	Hsp70 inhibitors	Rat MKP-3 inhibitors
37	CC1(C)NC(=O)N(CC(O)CN(c2ccccc2)c2ccccc2)C1=O (configuration not stated)	0.5%	3.6%
38	CC1=C(C(=O)Nc2cccc(C)c2)C(c2ccc(Br)cc2)NC(=O)N1 (configuration not stated)	4.9%	-0.1%
39	C/C(=N\N=C1\NC(=O)C(CC(=O)Nc2ccccc2)S1)c1ccc(O)cc1O (configuration not stated)	0.9%	3.4%
40	CCN(CC)S(=O)(=O)c1ccc2oc(C(=O)NCCCN3CCOCC3)c(C)c2c1	-1.2%	·
41	O=C(NC(=S)Nc1ncc(Br)cc1Br)c1cccs1	2.4%	5.5%
42	Cc1onc(-c2ccccc2)c1C(=O)Nc1ccccc1C#N	-2.5%	-5.1%
43	COC(=O)C1=C(C)N(c2ccc(OC)cc2)C(C)=C(C(=O)OC)C1c1ccc(OC)cc1	-3.3%	0.0%
44	Cn1ccnc1Sc1nc(Nc2ccccc2)nc(Nc2ccccc2)n1	1.4%	7.8%
45	Cc1cc(OCC(=O)Nc2ccc(Cl)cc2C)ccc1Br	-2.5%	2.5%
46	COc1ccc(/C=C2/C(C)=C(C#N)c3nc(N)c(C#N)c(C)c32)cc1OC	8.1%	8.3%
47	CC(=O)N/N=C/c1cc(C)n(-c2cc(Cl)ccc2Cl)c1C	0.4%	5.1%
48	Cc1c(C(=O)Nc2ccc3c(c2)OCCO3)cccc1[N+](=O)[O-]	-2.1%	1.3%
49	COc1ccc(NC(=O)CN(c2cc(C)cc(C)c2)S(=O)(=O)c2c(C)n[nH]c2C)cc1	2.5%	-3.5%
50	O=S(=O)(Nc1ncnc2sc3c(c12)CCC3)c1ccc(Cl)s1	-8.7%	-2.6%
51	COc1ccccc1NC(=O)C(C)NS(=O)(=O)c1ccc(Cl)cc1 (configuration not stated)	-1.5%	2.2%
52	CCCCCCOc1ccc(N2C(=O)CC(NCCc3ccc(S(N)(=O)=O)cc3)C2=O)cc1 (configuration not stated)	-4.2%	·
53	Fc1ccc(-n2c(-c3ccco3)nc3nc4ccccc4nc32)cc1	1.1%	-6.0%
54	Cc1ccc(-n2nnc3c(SCC(=O)NCc4ccco4)ncnc32)cc1	-4.2%	0.0%
55	COC(=O)Nc1nnc(Cc2ccccc2)s1	1.4%	-8.6%
56	CCCSc1nc(C)c(C(C)=O)cc1C#N	9.6%	·
57	Cc1csc(NC(=O)CSc2nnc(-c3ccc(Cl)cc3)n2N)n1	1.9%	·
58	CNc1nnc(-c2cc3cc(Cl)ccc3oc2=O)s1	25.0%	·
59	Cc1cc(OCC(=O)Nc2cc(Cl)cc(Cl)c2)ccc1Cl	-1.8%	0.0%
60	Cc1ccc2nc(C(=O)O)c(C(=O)O)nc2c1	3.3%	·
61	CCCCCOc1ccc(C2NC(=O)NC2=O)cc1 (configuration not stated)	·	-2.5%
62	CC(C)(C)c1cccc(OCCCSc2ncccn2)c1	6.0%	·
63	CN(Cc1ccccc1)S(=O)(=O)c1ccc(NS(=O)(=O)Cc2ccccc2)cc1	0.0%	·
64	C=CCOc1ccc(C2C(C(=O)c3ccco3)=C(O)C(=O)N2Cc2cccnc2)cc1 (configuration not stated)	1.7%	-7.0%
65	Nc1nc(Nc2cccc(F)c2)nc2ccccc12	-3.3%	-6.2%
66	c1ccc(-n2c(SCC3CCCCO3)nnc2-c2cnccn2)cc1 (configuration not stated)	1.9%	-0.7%
67	COc1ccc(CC(=O)Nc2sc3c(c2C(=O)Nc2ccccc2Cl)CCCCC3)cc1	0.1%	-2.4%
68	CCOC(=O)CSc1nnc(CNC(=O)c2ccc(OC)c(OC)c2)n1C	3.0%	-0.7%
69	Cc1ccc(C)c(OCC(=O)Nc2cccc(C(=O)O)c2)c1C	-5.2%	·
70	O=C1N(Nc2ccccc2)C(c2ccc(Br)cc2)C12CCCC2 (configuration not stated)	1.5%	·
71	COCCCNc1ccnc2c(Cl)cccc12	4.7%	-16.5%
72	CC(=O)N1CC=C2C(C#N)=C(N)C(C#N)(C#N)C(CCc3ccccc3)C2C1 (configuration not stated)	2.8%	-8.0%
73	O=C(CN1CCOCC1)c1c[nH]c2ccccc12	6.0%	·
74	Cc1cccc(N2C(=O)c3ccc(-c4ccc5c(c4)C(=O)N(c4cccc(C)c4)C5=O)cc3C2=O)c1	-0.6%	1.2%
75	COc1ccc(-n2nnnc2SCC(=O)Nc2ccccc2)cc1	0.1%	·
76	CC1=C(C#N)c2nc(N)c(C#N)c(C)c2/C1=C\c1ccc(Cl)c(Cl)c1	-3.0%	3.3%
77	N#C/C(=C(/O)CCCN1C(=O)c2ccccc2C1=O)c1nc2ccccc2[nH]1	6.3%	1.1%
78	CC(NC(=O)NC(N)=O)(C(F)(F)F)C(F)(F)F	·	5.8%
79	CSCCC(NC(=O)C1CCC(C)CC1)C(=O)NCc1ccco1 (configuration not stated)	-0.1%	4.3%
80	Cc1nnc(SCCn2c(N3CCC(Cc4ccccc4)CC3)nc3c2c(=O)[nH]c(=O)n3C)s1	1.0%	-7.3%
81	CC(=O)c1cccc(NC(=O)Nc2cc3sccc3n2C)c1	-1.0%	3.9%
82	CCOC(=O)c1cnc(SCc2nc(N)nc(Nc3ccc(OC)cc3)n2)nc1N	1.6%	·
83	CSC1=C(C#N)C(c2ccccc2Cl)C2=C(CCCC2=O)N1 (configuration not stated)	6.2%	-9.3%
84	O=C1CC(c2ccccc2)n2nc(NC(=O)C3CCCO3)nc2N1 (configuration not stated)	-2.5%	-5.3%

Complete entries, quoted from the list. Order of values: Hsp70 inhibitors	Rat MKP-3 inhibitors
O=C1CC(c2ccccc2)n2nc(NC(=O)C3CCCO3)nc2N1 (configuration not stated) is listed with -2.5%	-5.3%
CCOC(=O)c1cnc(SCc2nc(N)nc(Nc3ccc(OC)cc3)n2)nc1N is listed with 1.6%	·
CSC1=C(C#N)C(c2ccccc2Cl)C2=C(CCCC2=O)N1 (configuration not stated) is listed with 6.2%	-9.3%
COc1ccc(-n2nnnc2SCC(=O)Nc2ccccc2)cc1 is listed with 0.1%	·

(further entries)
nr	mol	Hsp70 inhibitors	Rat MKP-3 inhibitors
85	CC12CC3(C)CC(C)(C1)CC(C(=O)NC1=NCCS1)(C2)C3	-4.6%	·
86	C=C(C)c1cccc(C(C)(C)NC(=O)N2CCCC(C(N)=O)C2)c1 (configuration not stated)	-1.8%	-11.6%
87	Cc1ccc(SCC(=O)Nc2cccc([N+](=O)[O-])c2)cc1	3.4%	-0.6%
88	COc1ccc(/C=C2\C=C(c3ccc(Cl)cc3)OC2=O)c(C)c1	-5.9%	4.5%
89	C=CCNc1ncnc2c1cnn2-c1ccc(C)cc1C	-1.1%	3.1%
90	Cc1ccc2nc(C3CCCN(C(=O)NCc4ccccc4)C3)[nH]c2c1 (configuration not stated)	-1.7%	-6.9%
91	N#CC1(C#N)C2=C(CCCC2)NC(c2ccccc2)C1(C#N)C#N (configuration not stated)	-8.1%	-8.1%
92	O=C(NN1C(=O)/C(=C/c2c(Cl)cccc2Cl)SC1=S)c1ccccc1O	0.8%	0.3%
93	O=C(Nc1cccc(O)c1)c1ccc(Cl)cc1	-3.2%	-1.3%
94	CS(=O)(=O)NCC(c1cccnc1)N1CCN(c2ccc(F)cc2)CC1 (configuration not stated)	-1.9%	-5.4%
95	O=C(Nc1ccc(Br)cc1F)c1cc(-c2ccccc2)nc2ccccc12	4.2%	2.3%
96	COc1cccc(C(=O)/C=C/c2ccc(F)cc2)c1	-6.1%	10.7%
97	O=C(N/N=C/c1cc(Cl)cc(Br)c1O)c1ccccc1[N+](=O)[O-]	-0.8%	3.4%
98	COc1ccc(N2C(=O)C(Cl)=C(N3CCCC(C)C3)C2=O)cc1 (configuration not stated)	-3.0%	·
99	CN1CCN(C(=S)NC(=O)/C=C/c2ccc(Br)cc2)CC1	1.8%	6.0%
100	COc1ccc(-n2nnnc2SCC(=O)Nc2ccc3c(c2)OCCO3)cc1OC	-5.8%	-1.1%
101	COc1ccc(N(C(=O)c2ccco2)C(C(=O)NC2CCCC2)c2ccc(N(C)C)cc2)cc1 (configuration not stated)	2.7%	2.0%
102	O=C(Cn1cnc2ccccc2c1=O)NCC(=O)N1CCN(Cc2ccc3c(c2)OCO3)CC1	-3.3%	10.5%
103	COc1cc(NC(=O)C(C)Oc2ccccc2)c(C(=O)O)cc1OC (configuration not stated)	2.5%	-1.0%
104	CC(=O)Nc1ccc(S(=O)(=O)Nc2cccc(C(=O)Nc3cccc(Cl)c3)c2)cc1	-2.5%	4.3%
105	CCOC(=O)C1CCN(C(=O)Nc2ccc3c(c2)nc(C)n3C)CC1	-0.3%	-4.0%
106	CCn1cc(C(=O)NCc2ccccc2OC)c(=O)c2cc(S(=O)(=O)N(C)C)ccc21	4.7%	-2.4%
107	CCOC(=O)c1ccc(Oc2cc(C)nc(SC)n2)cc1	3.8%	-1.9%
108	COc1ccc(COC(=O)NNC(=O)c2ccc(OC)cc2)cc1	5.2%	·

Some of the compounds tested, so the mix of outcomes need not match the whole.
